Compound activity as filed in PubChem.
PP1 counter: PP1-alpha phosphatase inhibitors, primary screen, counter-screen for PP5 inhibitor project, biochemical, fluorescence, OMFP substrate, single point; Serine/threonine-protein phosphatase PP1-alpha catalytic subunit (Homo sapiens), P62136; purified PP1alpha; inhibition, % at 6.7 µM; 320,000 tested, 0.9% active; AID 2235, 2010;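 active = inhibition above the mean inhibition of all tested compounds plus 3 SD, computed separately for each screening campaign, cut at about 15% in these data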
Target sequence (P62136 whole entry, looked up): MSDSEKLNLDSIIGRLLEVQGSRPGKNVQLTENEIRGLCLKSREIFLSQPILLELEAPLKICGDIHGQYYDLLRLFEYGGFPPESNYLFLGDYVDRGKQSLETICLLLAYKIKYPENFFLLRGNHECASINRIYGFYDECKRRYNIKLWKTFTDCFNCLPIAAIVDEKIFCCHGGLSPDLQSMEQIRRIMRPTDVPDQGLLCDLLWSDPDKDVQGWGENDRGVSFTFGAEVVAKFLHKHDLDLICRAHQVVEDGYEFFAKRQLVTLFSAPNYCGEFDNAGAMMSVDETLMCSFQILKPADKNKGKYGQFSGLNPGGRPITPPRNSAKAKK
Efflux pump mplx: inhibitors of Candida efflux pumps in yeast, primary screen, S. cerevisiae, Nile Red, multiplex | S. cerevisiae Candida pump triplex | inhibition, % at 10 µM | 330,000 tested, 0.44% active | AID 485275, 2010;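 active = plate passing quality check with inhibition over a set limit, or well fluorescence over plate mean plus 4 SD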;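 note: Nile Red retained in pooled yeast measured as flow cytometry median fluorescence; 0% = buffer negative control and 100% = Enniatin B positive control; higher means more Nile Red kept so more efflux inhibition; some compounds called inactive have numbers as strong as hits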
TPT1 inhibitor: Candida albicans TPT1 enzyme inhibitors, primary screen, biochemical, fluorescence polarization. tRNA 2'-phosphotransferase TPT1 (Candida albicans SC5314). recombinant caTPT1, FP RNA substrate dephosphorylation. inhibition, % at 5 µM. 300,000 tested, 0.81% active;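 active = inhibition above the mean of all tested compounds plus 3 SD, set per screening campaign, cut at about 24% in these data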;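 note: plate controls were DMSO alone for no effect and ferristatin control at 100 nM for full effect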
PP5 inh: PP5 phosphatase inhibitors, primary screen, biochemical, fluorescence; Serine/threonine-protein phosphatase 5 (Homo sapiens), P53041; purified PP5c, OMFP substrate fluorescence; inhibition, % at 6.7 µM; AID 1987, 2009; 320,000 tested, 0.18% active;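 active = inhibition above the campaign's mean inhibition across all tested compounds plus 3 SD, cut at about 9.5% in these data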;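 note: 0% = DMSO only and 100% = 100 µM cantharidin control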
Target sequence (P53041 whole entry, looked up): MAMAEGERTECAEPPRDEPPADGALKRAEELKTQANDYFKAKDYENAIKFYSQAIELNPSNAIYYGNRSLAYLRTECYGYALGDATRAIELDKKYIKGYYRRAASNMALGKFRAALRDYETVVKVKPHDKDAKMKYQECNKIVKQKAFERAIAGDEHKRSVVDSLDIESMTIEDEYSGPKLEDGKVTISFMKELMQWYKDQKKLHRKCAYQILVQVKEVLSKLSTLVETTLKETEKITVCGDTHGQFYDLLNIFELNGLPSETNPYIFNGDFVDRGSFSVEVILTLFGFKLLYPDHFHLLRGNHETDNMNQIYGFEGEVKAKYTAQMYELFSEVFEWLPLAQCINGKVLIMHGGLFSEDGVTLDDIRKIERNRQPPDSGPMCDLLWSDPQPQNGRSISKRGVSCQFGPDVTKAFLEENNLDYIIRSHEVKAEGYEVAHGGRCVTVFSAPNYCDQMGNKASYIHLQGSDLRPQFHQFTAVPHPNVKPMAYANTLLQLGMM
LYPLA2 inh: LYPLA2 inhibitors, primary screen, counter-screen for PME1 inhibitor project, biochemical, fluorescence polarization, FP-Rh probe ABPP; inhibition, % at 5.9 µM; Acyl-protein thioesterase 2 (Homo sapiens), O95372; recombinant LYPLA2; 320,000 tested, 0.38% active;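 active = inhibition above the screen-wide mean plus 3 SD, limit set per campaign, cut at about 26% in these data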;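 note: 0% = LYPLA2 with DMSO and 100% = wells lacking LYPLA2 enzyme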
Target sequence (O95372 whole entry, looked up): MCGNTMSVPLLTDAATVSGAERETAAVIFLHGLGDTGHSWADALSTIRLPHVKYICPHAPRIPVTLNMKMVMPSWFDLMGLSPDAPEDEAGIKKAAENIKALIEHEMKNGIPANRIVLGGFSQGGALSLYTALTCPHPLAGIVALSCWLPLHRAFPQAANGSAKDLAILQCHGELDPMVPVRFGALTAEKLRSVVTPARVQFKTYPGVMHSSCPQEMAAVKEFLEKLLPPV
JMJD2C inh: inhibitors of GASC-1 histone demethylase, primary screen, biochemical, fluorescence, DELFIA europium; GST-JMJD2C(1-420) H3K9me3 demethylation; Lysine-specific demethylase 4C (Homo sapiens), Q9H3R0; inhibition, % at 2.35 µM; 330,000 tested, 0.069% active;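 active = more than half of a compound's replicate wells show inhibition beyond 50%, single wells judged on their own value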;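 note: signal counts dimethyl H3K9 product captured on neutravidin plate; 0% = median of DMSO wells and 100% = 0.3 times that DMSO median; strong numbers were not always called active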
Fh CTSL1 inh: Fasciola hepatica cathepsin L1 inhibitors, primary screen, counter-screen for PFM18AAP inhibitor project, biochemical, QFRET, fluorogenic peptide substrate; recombinant F. hepatica cathepsin L1, Z-Leu-Arg-MCA fluorescence; inhibition, % at 5.96 µM; 300,000 tested, 0.49% active; AID 1906, 2009;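 active = inhibition above the mean of all tested compounds plus 3 SD, set per screening campaign, cut at about 17% in these data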;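 note: 0% = plate median of test compound wells and 100% = 1 µM Z-Phe-Ala-diazomethylketone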
HCV core dimer: inhibitors of HCV core protein dimerization, primary screen, biochemical, TR-FRET, high-throughput; inhibition, % at 5 µM; 300,000 tested, 0.33% active; TR-FRET GST/Flag-core106 dimerization, 1536-well;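 active = inhibition above the mean of all tested compounds plus 3 SD, set per screening campaign, cut at about 45% in these data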
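Assay system – GST-tagged and Flag-tagged HCV core protein residues 1-106 · Quantity – core106 proteins, GST 13.5 nM and Flag 17 nM · Benchmarks – unlabelled core106 and no-GST-core106 wells · Read-out basis – percent inhibition of core106 dimerization signal · Detection – time-resolved FRET, ex 340 nm, em 617 and 671 nm · Schedule – 4 h at 22.5 °C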
PREPL inh: PREPL enzyme inhibitors, primary screen, biochemical, fluorescence polarization; 320,000 tested, 0.68% active; Prolyl endopeptidase-like (Homo sapiens), Q4J6C6; recombinant PREPL, fluorescence polarization activity-based probe; inhibition, % at 5.96 µM; in the data active = inhibition above about 43%;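 note: 0% = enzyme with DMSO and 100% = wells lacking enzyme; many of its hits are not listed in these tables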
* = called active by the depositor; nt = not tested or not shown; & = joins results of further samples. An excerpt (hit frequency here may not be typical).

SMILES	PP1 counter	Efflux pump mplx	TPT1 inhibitor	PP5 inh	LYPLA2 inh	JMJD2C inh	Fh CTSL1 inh	HCV core dimer	PREPL inh
COc1cc(/C=N/NC(=O)NC23CC4CC(CC(C4)C2)C3)ccc1O	-2	-0.1	1	1.6	5	7	3	2	5
Cc1cc(C(F)F)n2ncc(C(=O)NCCc3ccc(Cl)cc3)c2n1	0	-0.1	-4	-0.5	9	11	4	4	7
Clc1ccc2c(c1)c1cc(Cl)ccc1n2CN1CCOCC1	5	-0.2	-2	5.1	-4	0	-2	-3	3
CCC(=O)NC1(C(F)(F)F)C(=O)Nc2c1c(=O)n(C)c(=O)n2C (configuration not stated)	-2	-0.1	0	3.8	2	1	1	0	16
Cc1ccc(N(C(=O)CS(=O)CC(=O)Nc2ccc(F)cc2)C(C(=O)NC2CCCCC2)c2ccco2)cc1 (configuration not stated)	-3	0.1	0	-3.2	0	-8	2	2	19
COC(=O)c1cc(COC(=O)CNC(=O)c2cccc(C)c2)oc1C	-4	0.0	nt	0.6	3	8	nt	nt	-1
Cc1cc(-c2nn(-c3ccccc3F)cc2CNCCc2cnccn2)c(C)s1	1	-0.1	0	1.7	11	-6	3	3	-38
CCc1cc(N2CCOCC2)cc2c1[nH]c1ccccc12	3	-0.2	-4	1.9	2	-7	2	-30	0
Cc1ccc(C)c(NC(=S)NNc2ccc(F)cc2F)c1	-1	-0.3	-2	0.8	0	-4	-2	7	6
O=C(Nc1ccccc1)/C(=C/c1ccc2c(c1)OCO2)NC(=O)c1ccco1	-3	-0.3	1	-3.2	2	-2	4	-2	3
COc1ccccc1NC(=O)Cc1nnc(SCC(=O)NC2CCCC2)n1C	-5	0.0	-2	-0.9	-7	5	0	9	-7
Cc1ccc(NC(=O)CN2C(=O)NC3(CCCCC3C)C2=O)cc1S(=O)(=O)N1CCCCC1 (configuration not stated)	-3	-0.1	0	0.5	-4	-14	-9	3	-2
CC1CCCC(C)N1CCCNC(=O)C(=O)Nc1ccc2nc3n(c(=O)c2c1)CCCCC3 (configuration not stated)	4	0.2	3	0.9	0	-13	1	-11	3
COc1ccc(/C=N/NC(=S)Nc2cc(C(F)(F)F)ccc2Cl)cc1	-3	0.0	0	-1.5	0	7	3	0	0
O=C(NCCN1CCOCC1)c1cc(Sc2cccc(Cl)c2)nc2ccccc12	1	-0.1	2	-0.2	4	-1	2	0	-14
N#CCC(=O)N/N=C/c1cn(Cc2ccc(Cl)c(Cl)c2)c2ccccc12	4	0.1	-2	-0.1	-5	4	-2	2	29
COc1cc(C(F)(F)F)ccc1C(=O)NCCc1ccco1	-5	0.0	-4	3.0	-2	0	-6	0	-3
CCc1c(C)sc(NC(=O)C2CC2c2ccccc2)c1C(N)=O (configuration not stated)	2	-0.1	-2	-0.8	-2	11	1	1	-4
COCCNC(=O)c1ccc(N(C)S(=O)(=O)c2ccc(OC)c(OC)c2)cc1	1	0.0	-5	2.1	2	7	-1	-2	-9
O=C(NC1CC1)C1=C[C@H](C2CC2)C[C@H](OCCCCO)O1	1	0.3	1	2.5	-2	-1	-4	-7	17
CCOC(=O)N1CCN(c2nc(-c3cccs3)cc(C(F)(F)F)n2)CC1	-2	0.0	4	0.6	-6	110	1	3	4
CCOC(=O)c1sc2nc(CSc3ccccc3)[nH]c(=O)c2c1C	4	-0.1	-1	0.4	-4	36	5	-1	4
Cc1ccc(C)c(NS(=O)(=O)c2ccc3[nH]c(=O)oc3c2)c1	1	-0.1	-1	3.6	-5	5	2	-2	18
CCOc1ccc2nc(N/C(N)=N/C(=S)Nc3cccc(OC)c3)nc(C)c2c1	-6	-0.3	-1	1.0	-5	-9	23*	27	2
N#C/C(=N\Nc1cccc(Cl)c1)C(=O)c1ccccc1	7	-0.1	-1	2.7	6	-6	7	9	8
COc1ccc(OC)c(-c2nc3ccccc3nc2-c2ccccc2)c1	-1	-0.2	-1	-1.5	0	5	0	4	-3
Cc1cccc(Sc2c([N+](=O)[O-])ncn2C)c1	-1	0.1	2	0.3	1	-5	3	1	-4
COc1ccc(Cn2c(N)c(C#N)c3nc4ccccc4nc32)cc1	1	0.2	17	2.2	0	2	0	-4	7
CC(Oc1ccccc1)C(=O)N=Nc1c(O)[nH]c2ccc([N+](=O)[O-])cc12 (configuration not stated)	2	-0.2	0	3.3	5	0	5	-8	12
COc1nc(C)nc2c1sc1nc3c(cc12)COC(C)(C)C3	-3	0.1	0	2.6	-2	-4	0	3	19
CCOc1ccc(-n2c(=S)sc3c(=O)n(-c4ccccc4)c(SCC(=O)O)nc32)cc1	-3	-0.1	-1	0.3	0	-19	0	9	5
CC1CCCCC1NC(=S)NC(=O)c1cccs1 (configuration not stated)	6	-0.1	-1	-0.1	-2	4	-1	-1	0
COc1ccc(-c2c(C)[nH]n3c(=O)c(Cc4ccccc4)c(C)nc23)cc1OC	11	0.0	-3	3.2	4	2	-9	3	20
COc1ccccc1/C=C/C(=O)NCC(=O)n1nc(C)cc1C	-1	0.0	-3	1.4	-1	25	-3	2	-3
COc1ccc(N(CC(=O)N2CCN(Cc3ccccc3)CC2)S(C)(=O)=O)cc1Cl	-5	-0.2	2	1.2	1	21	-6	2	10
O=c1c(Cc2c(F)cccc2Cl)c(O)ccn1CCCN1CCOCC1	2	-0.1	-2	1.3	1	-4	0	-1	0

Some of these compounds in order of formula weight, low to high:
SMILES	PP1 counter	Efflux pump mplx	TPT1 inhibitor	PP5 inh	LYPLA2 inh	JMJD2C inh	Fh CTSL1 inh	HCV core dimer	PREPL inh
COc1nc(C)nc2c1sc1nc3c(cc12)COC(C)(C)C3	-3	0.1	0	2.6	-2	-4	0	3	19
COc1ccc(OC)c(-c2nc3ccccc3nc2-c2ccccc2)c1	-1	-0.2	-1	-1.5	0	5	0	4	-3
CC(Oc1ccccc1)C(=O)N=Nc1c(O)[nH]c2ccc([N+](=O)[O-])cc12 (configuration not stated)	2	-0.2	0	3.3	5	0	5	-8	12

Additional records
SMILES	PP1 counter	Efflux pump mplx	TPT1 inhibitor	PP5 inh	LYPLA2 inh	JMJD2C inh	Fh CTSL1 inh	HCV core dimer	PREPL inh
C=C(C)COc1ccc(-c2[nH]ncc2Oc2ccc(OC)cc2)c(O)c1	3	-0.1	-1	0.4	4	-26	2	-5	14
N#C/C(=C/c1ccc(N2CCCCC2)o1)C(=O)Nc1ccc(Cl)cc1	1	-0.1	187*	2.6	-3	-1	4	-12	6
Cc1ccc(/C(O)=C2/C(=O)C(=O)N(c3ccccn3)C2c2ccc([N+](=O)[O-])cc2)cc1 (configuration not stated)	16*	-0.1	-2	-1.2	2	-1	5	18	11
CCCCN(C(=O)c1ccc2c(c1)OCO2)c1ccccc1	1	0.0	0	4.9	0	-1	-6	1	-3
CCCCCOc1ccc(C2C(C(C)=O)=C(C)Nc3ncnn32)cc1OC (configuration not stated)	-4	0.0	-3	3.2	7	3	-3	0	-2
O=C(COC(=O)c1cccc(O)c1)Nc1ccc(S(=O)(=O)N2CCOCC2)cc1	-4	-0.2	nt	1.8	1	nt	nt	nt	0
Cc1nnc(SCC(=O)c2c(N)n(C)c(=O)n(C)c2=O)[nH]c1=O	-1	0.1	3	1.5	-4	-4	1	8	-1
CCNS(=O)(=O)c1ccc(OC)c(C)c1	3	0.1	2	0.7	-1	2	-4	5	10
CCOC(=O)C1=C(N)Oc2ccc3ccccc3c2C1c1cccnc1 (configuration not stated)	5	0.0	2	-0.1	-3	33	2	5	1
COCCCN=C1NN=C(c2cc(C)n(Cc3ccco3)c2C)CS1	-2	0.0	0	3.5	2	-18	-1	2	27
CC1(C(=O)NCCN2CCOCC2)C=CCN1C(=O)c1ccccc1 (configuration not stated)	-1	0.0	2	-4.0	-8	-8	-3	-2	-1
COC(=O)CCC(=O)OC1(C)C(=O)C2=CN(Cc3ccco3)C(c3ccc(OC)cc3)=CC2=C(Br)C1=O (configuration not stated)	0	0.3	11	2.8	-8	3	-25	18	8
Cc1nnc(SCC(=O)N2CCN(c3ccccc3)CC2)n1C1CC1	-2	-0.3	nt	0.3	-5	1	nt	nt	32
CC(C)c1nnc(NC(=O)CCS(=O)(=O)c2ccccc2)s1	-1	-0.2	0	1.1	-1	-5	3	-8	1
Cc1noc(NS(=O)(=O)c2ccc(NC(=O)C34CC5CC(C3)CC(n3cnc(Cl)n3)(C5)C4)cc2)c1C	-3	-0.1	-4	-0.4	5	-2	-3	-1	1
Cc1c(CNCCCc2ccccc2)c(C(=O)O)c(C)n1Cc1ccccc1	-7	0.1	0	-1.1	2	6	-2	5	15
COc1ccc(-n2ccnc(SCC(=O)NC3CCCC3)c2=O)cc1	-6	0.2	2	-0.4	-10	-1	-4	-9	18
O=C(Nc1ccccc1F)c1cc(-c2ccco2)nc2ccccc12	3	0.0	4	2.8	-5	-19	-2	19	3
COc1ccc(C(=O)COc2ccc(F)cc2)c(O)c1	-1	0.1	-2	-1.3	4	-1	0	1	-7
CC(=O)c1ccc(NC(=O)C(C)OC(=O)c2cccc(-n3cnnn3)c2)cc1 (configuration not stated)	-1	0.1	2	-0.3	-4	-8	-5	-2	3
COC(=O)CNC(=O)CSc1ccccn1	-8	-0.2	0	0.1	1	4	-4	-7	8
O=S(=O)(N/N=C1\CCCc2ccccc21)c1ccccc1	-3	0.1	nt	4.0	2	15	nt	nt	-3
CCCNC(=O)c1ccccc1C(=O)NC1(C(=O)NCCC)CCCC1	-2	0.4	3	2.8	-1	-12	-1	-6	11
O=C(COC(=O)c1ccccn1)NCc1ccccc1	-2	0.0	-1	2.5	-7	5	-5	0	13
Cc1n[nH]c(=O)c2c(NC(=O)CSc3ccc(Br)cc3)oc(C)c12	0	0.2	0	-0.6	-9	8	8	0	6
O=C(O)C1Cc2ccccc2CN1C(=O)c1ccccc1 (configuration not stated)	-4	0.0	0	-0.7	8	0&-3	0	1	2
Cc1cccc2c(C(=O)n3cccn3)cc(-c3ccccc3Cl)nc12	-2	0.0	3	0.3	-6	-7	0	12	0
COCCCNC(=O)/C(C#N)=C/c1cc(C)[nH]c1C	-1	0.1	1	1.1	12	-1	-1	-3	1
CCN(CC)Cc1c(C(=O)N/N=C/c2ccc(C)o2)nnn1-c1nonc1N	6	-0.1	-3	2.0	2	-8	2	-2	17
CCOC(=O)CN(C(=O)COc1nc(-c2ccccc2)cc(C)c1C#N)c1ccccc1C	1	-0.1	-5	2.5	4	-5	0	6	22
C=CCc1c(N(CC)CC)nc(C)[nH]c1=O	-3	-0.1	0	-1.3	1	4	-2	4	3
COc1ccc(C2=C(C)CC(C)(C)NC2=O)cc1OC	0	0.1	1	3.0	2	-7	-1	-1	-2
CC1COc2ccccc2N1S(=O)(=O)c1ccc(Cl)cc1 (configuration not stated)	0	-0.1	2	0.2	0	14	2	1	2
